Source: PubChem (National Center for Advancing Translational Sciences (NCATS))
MBNL1-CUG inh – qHTS Assay for Inhibitors of MBNL1-poly(CUG) RNA binding; Muscleblind-like protein 1 (Homo sapiens), Q9NR56; TR-FRET MBNL1-His/biotin-(CUG)12 binding, 665/545 ratio; Potency, µM (top dose mostly 57.5 µM), inactives show at the highest dose activity change, negative = inhibition, usual class: inhibitors; 280,000 compounds, 0.036% hits; AID 2675, 2010; active = well fitted inhibition curve with a large enough effect in the signal ratio, with a control signal flat, not every such curve was filed as active; inconclusive = small, poorly fitted or top-dose-only effect, or effect the other way, or a change in a side signal; inactive = no such curve, though single readings can be large or run the other way; the % refers to the signal ratio; also: % is scaled to controls: 0 for no effect and ±100 for the full control effect
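Inhibition of protein-RNA binding appears as loss of TR-FRET between terbium anti-His antibody on MBNL1-His and streptavidin-XL665 on biotin-(CUG)12. Activity is normalized to buffer-only and uninhibited-complex controls.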
BRCA1 expr act – qHTS Assay to Identify Small Molecule Activators of BRCA1 Expression | MCF7-BRCA1-FFLuc reporter, luminescence, 48 h; response scale: scaled: vehicle 0%, 10 µM genistein 100% | Potency, µM (top dose mostly 46.1 µM), for the others: at the top dose activation, usual class: activators | 380,000 compounds, 1.1% hits | AID 624202, 2012; also: nearly all actives have a fitted effect of over 80% in size; some results filed as inactive show a strong effect at the top dose
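Reporter cells (MCF7, BRCA1 promoter-firefly luciferase) received library compounds across a concentration series for 48 h. End-point luminescence was measured and concentration-effect curves derived after normalization.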
NPC1 prom act – qHTS Assay for NPC1 Promoter Activators; Huh7 NPC1 promoter luciferase reporter, 24 h; 320,000 compounds, 2.4% hits; Potency, µM (highest dose often 9.22 µM), for inactives: at the top dose activation, usual class: activators;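 also: % of control where 0% means no effect; nearly all actives have a fitted effect of over 60% in size; reporter is driven by a mutant NPC1 promoter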
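Luciferase expression driven by the NPC1 promoter was measured in stably transfected Huh7 cells after a 24 h compound incubation, using a luciferase reagent and a luminescence read.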
FLuc modulator – qHTS profiling assay for firefly luciferase inhibitor/activator using purifed enzyme and Km concentrations of substrates (counterscreen for miR-21 project) | Potency, µM (top dose mostly 57.5 µM), without a hit: at the highest dose activity change, negative = inhibition, hits mostly inhibitors | purified FLuc, Km substrates, luminescence inhibition | 360,000 compounds, 6.9% hits | Luciferin 4-monooxygenase (Photinus pyralis), P08659;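 also: plate controls were vehicle for no effect and reference inhibitor for full effect; nearly all actives have a fitted effect of over 55% in size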
Target sequence (P08659 whole entry, looked up): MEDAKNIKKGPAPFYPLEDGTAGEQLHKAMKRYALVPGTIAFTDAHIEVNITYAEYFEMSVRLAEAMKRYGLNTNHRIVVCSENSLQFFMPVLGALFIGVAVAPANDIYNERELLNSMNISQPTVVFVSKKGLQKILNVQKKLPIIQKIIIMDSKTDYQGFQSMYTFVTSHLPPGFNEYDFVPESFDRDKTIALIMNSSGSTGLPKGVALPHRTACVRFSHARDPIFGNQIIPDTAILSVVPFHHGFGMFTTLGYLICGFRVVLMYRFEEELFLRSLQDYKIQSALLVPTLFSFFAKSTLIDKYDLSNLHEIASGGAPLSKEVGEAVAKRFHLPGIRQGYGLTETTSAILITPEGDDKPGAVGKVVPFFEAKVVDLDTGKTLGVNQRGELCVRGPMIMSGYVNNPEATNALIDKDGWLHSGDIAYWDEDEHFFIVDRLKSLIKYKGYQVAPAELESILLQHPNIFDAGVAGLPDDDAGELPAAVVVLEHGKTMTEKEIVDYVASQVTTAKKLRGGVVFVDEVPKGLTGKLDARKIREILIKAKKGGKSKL
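Purified P. pyralis luciferase, 10 nM final, with Km-level 10 uM D-luciferin and 10 uM ATP in 50 mM Tris acetate pH 7.5, 10 mM Mg acetate, 0.01% Tween-20, 0.05% BSA; 6-point qHTS titration about 60 µM downward; luminescence read.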
p53 reactivator – qHTS assay for re-activators of p53 using a Luc reporter; 320,000 compounds, 0.063% hits; H1299 p53-A138V BP100-luciferase reporter, luminescence, 24 h; Potency, µM (titrated, usually from 92.2 µM), inactives show at the top dose activity change, positive = activation, actives largely listed as activators; AID 504706, 2011; also: % of control where 0% means no effect; nearly all actives have a fitted effect of over 45% in size
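p53-null H1299 cells stably carrying temperature-sensitive p53-A138V and a BP100-luciferase reporter were pinned with compounds (4-point, 1:5 series) and held 24 hrs at 37 deg C. Luminescence was read 10 min after detection reagent.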
Rab9 promoter act – qHTS Assay for Rab9 Promoter Activators; 320,000 compounds, 2.8% hits; Potency, µM (titrated, usually from 9.22 µM), inactives show at the top dose activation, negative = inhibition, usual class: activators; Huh7 Rab9 promoter-luciferase reporter, luminescence, 24 h; AID 485297, 2010; also: % of control where 0% means no effect; nearly all actives have a fitted effect of over 60% in size
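Rab9 promoter-driven luciferase in stably transfected Huh7 cells; 1500 cells/well rested 2 h, exposed to compound in DMSO for 24 h at 37 °C, 5% CO2. Luminescence read 10 min after adding luciferase reagent at ambient temperature.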
ELG1 genotoxic – qHTS screen for small molecules that induce genotoxicity in human embryonic kidney (HEK293T) cells expressing luciferase-tagged ELG1 | HEK293T ELG1-luciferase reporter, luminescence, 16 h | 330,000 compounds, 1.3% hits | Potency, µM (highest dose often 46 µM), inactives show top-dose activity change, positive = activation, usual class: activators | AID 504466, 2011; also: % of control where 0% means no effect; nearly all actives have a fitted effect of over 60% in size
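After overnight (16 hr) compound treatment at 37 °C, ELG1-luciferase HEK293T cells were lysed with ONE-Glo; luminescence quantified 30 min later at room temperature.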
uPA generation – qHTS for Inhibitors of Cell Surface uPA Generation; 330,000 compounds, 0.31% hits; cell surface uPA generation assay, qHTS; Potency, µM (doses to about 38.3 µM), for inactives: at the top dose activity change, negative = inhibition, most hits filed as inhibitors; active = well fitted inhibition curve with a large enough effect; inconclusive = small, poorly fitted or top-dose-only effect; inactive = no such curve, though single readings can be large or run the other way; tested in mouse RAW 264.7 cells; also: % is scaled to controls: 0 for no effect and ±100 for the full control effect; nearly all actives have a fitted effect of over 55% in size
RORg inh – qHTS for inhibitors of ROR gamma transcriptional activity; 310,000 compounds, 5.4% hits; Potency, µM (highest dose often 53.6 µM), without a hit: at the top dose activity change, negative = inhibition, actives largely listed as inhibitors; Drosophila S2 Gal4-RORgamma UAS-luciferase reporter, 20 h; Nuclear receptor ROR-gamma (Mus musculus), P51450; also: % is scaled to controls: 0 for no effect and ±100 for the full control effect; nearly all actives have a fitted effect of over 60% in size
Target sequence (P51450 whole entry, looked up, the tested form may be a part): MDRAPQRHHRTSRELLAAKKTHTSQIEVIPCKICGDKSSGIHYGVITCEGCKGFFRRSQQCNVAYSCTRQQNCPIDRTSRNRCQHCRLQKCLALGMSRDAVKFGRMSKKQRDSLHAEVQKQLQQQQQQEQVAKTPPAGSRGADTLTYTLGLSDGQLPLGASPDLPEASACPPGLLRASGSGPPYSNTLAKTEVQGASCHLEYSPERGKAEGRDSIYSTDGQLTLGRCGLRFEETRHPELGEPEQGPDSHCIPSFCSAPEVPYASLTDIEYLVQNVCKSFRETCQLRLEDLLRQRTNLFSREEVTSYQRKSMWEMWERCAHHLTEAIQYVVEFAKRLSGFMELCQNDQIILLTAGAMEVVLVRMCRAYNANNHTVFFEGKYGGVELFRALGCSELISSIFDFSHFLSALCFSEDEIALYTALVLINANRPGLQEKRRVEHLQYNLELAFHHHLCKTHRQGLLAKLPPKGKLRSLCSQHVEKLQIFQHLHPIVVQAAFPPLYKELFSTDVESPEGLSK
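Drosophila Schneider cells stably carrying a metallothionein-driven Gal4 DBD–ROR gamma fusion and a UAS-Photinus luciferase reporter were exposed to compound for 1 hr, then induced with copper sulfate (700 uM final) for 20 hr at ambient temperature before luminescence reading.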
Gal4-VP16 FLuc – VP16 counterscreen qHTS for inhibitors of ROR gamma transcriptional activity; AID 2546, 2010; 310,000 compounds, 3.5% hits; Potency, µM (top dose mostly 53.6 µM), for the others: at the top dose activity, negative = inhibition, hits mostly inhibitors; Drosophila S2 Gal4-VP16 UAS-luciferase, luminescence, 20 h;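 also: Gal4-VP16 expression switched on by copper sulfate through the metallothionein promoter; % is scaled to controls: 0 for no effect and ±100 for the full control effect; nearly all actives have a fitted effect of over 50% in size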
An asterisk follows results filed as active; ? = inconclusive; / = not tested or not shown; & = joins results of further samples; [ ] = dose if it differs, or a comment. Unless noted, calls follow the shape of the dose curve; as a rule, active = well fitted curve in the direction sought with a large enough effect; inconclusive = small, poorly fitted or top-dose-only effect, or another doubt; inactive = no such curve, though single readings can be large; an effect the other way counts as inactive or inconclusive. Potency is read from the fitted curve at half-maximal effect.

Under each structure: MBNL1-CUG inh	BRCA1 expr act	NPC1 prom act	FLuc modulator	p53 reactivator	Rab9 promoter act	ELG1 genotoxic	uPA generation	RORg inh	Gal4-VP16 FLuc
#1 Cc1ccc(NC(=O)c2ccc3c(c2)nnn3C)cc1
 : -4%	7.1µM*	27%	-19%	10%	?	?	5%	2%	1%
#2 O=C(NNC(=O)c1oc2ccccc2c1-n1cccc1)c1ccco1
 : -1%	0%	-4%	1%	-5%	-4%	0%	4%	-10%	-4%
#3 CC(C)NS(=O)(=O)c1ccc(NC(=O)NC2CCCCC2)cc1
 : /	55%	-2%	-5%	2%	1%	3%	19%	43%	1%
#4 CCCCn1c(N)c(N(CCC(C)C)C(=O)C(C)N2C(=O)c3ccccc3C2=O)c(=O)[nH]c1=O (stereo not given)
 : /	13%	-2%	5%	14%	-3%	-1%	1%	/	/
#5 O=C(Cc1n[nH]c(=O)c2ccccc12)OCC(=O)c1ccc(F)cc1
 : /	9%	-2%	4%	3%	1%	0%	1%	/	/
#6 COc1cccc(N2CCN(CC(=O)NC(=O)NCc3ccco3)CC2)c1
 : -6%	1%	0%	-1%	2%	-2%	0%	5%	8%	1%
#7 O=C(C(c1ccccc1)c1ccccc1)N1CCOCC1
 : 1%	-14%	5%	1%	-2%	10%	-1%	0%	-3%	-3%
#8 COc1ccc(CCNC(=O)c2cccc(S(=O)(=O)N3CCCC3)c2)cc1
 : /	0%	0%	-12%	-5%	7%	1%	-20%	/	/
#9 O=C1CCCc2c1nc(-c1ccco1)n2O
 : 2%	-11%	1%	1%	12%	4%	-1%	-2%	-9%	-5%
#10 C/C(=N\NC(=O)c1nnn(-c2nonc2N)c1-c1ccc(Cl)c(Cl)c1)c1ccncc1
 : 2%	-36%	1%	0%	-8%	-5%	-1%	6%	4%	-1%
#11 CC(C)OC(=O)Nc1ccc2c(c1)N(C(=O)CCN1CCOCC1)c1ccccc1CC2
 : -7%	-26%	-2%	?	-4%	-1%	6%	-18%	0%	-14%
#12 CC(C)Cc1nnc(NC(=O)CCC(=O)NCc2ccccc2Cl)s1
 : 0%	2%	-3%	-1%	4%	-1%	4%	1%	-22%	4%
#13 Nc1nc(N)nc(Cc2ccccc2O)n1
 : /	?	1%	0%	-13%	-4%	7%	-16%	/	/
#14 CCOC(=O)CCCCC(=O)c1[nH]c(=O)[nH]c1Cn1ccnc1
 : 40µM*	-3%	18%	7%	4%	-5%	-2%	-4%	-33%	-21%
#15 C/C(=N\NC(=O)c1c[nH]c2ccccc12)c1ccccn1
 : 3%	-30%	2.5µM*	11µM*	1%	?	?	-11%	3.5µM*	?
#16 COc1ccccc1CNS(=O)(=O)c1c(C)nc2sccn2c1=O
 : 4%	38%	2%	2%&-1%	5%	0%	-6%	5%	-16%	-6%
#17 CC(=O)C(Cc1ccccc1)NC(=O)CN1CCc2ccccc2C1 (stereo not given)
 : -5%	3%	0%	3%	-1%	-1%	-1%	5%	11%	5%
#18 Cc1ccc(NS(=O)(=O)c2cccc(C(=O)NCC(c3ccco3)N3CCCCC3)c2)cc1 (stereo not given)
 : 2%	-17%	0%	1%	/	-7%	-3%	6%	/	/
#19 COc1ccc(C)cc1NC(=O)C(Sc1nnnn1C)c1ccccc1 (stereo not given)
 : 1%	-4%	-3%	1%	2%	-3%	-3%	6%	0%	-23%
#20 COc1ccccc1CNC(=O)COC(=O)c1ccc(N2CCCC2=O)cc1
 : /	-1%	-5%	5%	16%	-3%	2%	15%	/	/
#21 CC(C)c1ccccc1NC(=O)COC(=O)c1c2c(nc3ccccc13)CCN(Cc1ccccc1)C2
 : /	-82%	-2%	-12%	3%	-3%	-19%	-21%	23%	-25%
#22 CCOc1ccccc1NC(=S)N1CCC(NC(=O)C(C)(C)C)CC1
 : -2%	12%	-3%	0%	1%	3%	4%	4%	-14%	-9%
#23 COc1cccc(CN(c2ccc3c(c2)CCC3)S(=O)(=O)c2ccc(-n3cnnn3)c(OC)c2)c1
 : /	-30%	-2%	0%	5%	1%	-3%	-4%	-24%	6%
#24 CCOC(=O)C1CCN(S(=O)(=O)c2cccc(-c3cn4cc(Cl)ccc4n3)c2)CC1
 : 2%	-8%	-5%	-15%	11%	-3%	14%	-10%	27%	-6%
#25 COC(=O)C1=C(C)NC2=C(C(=O)CC(C)(C)C2)C1c1cccc(C)n1 (stereo not given)
 : 11%	0%	6%	-1%	7%	6%	3%	-4%	12%	1%
#26 O=C(CCCN1C(=O)/C(=C/c2ccccc2Cl)SC1=S)Nc1ccccn1
 : 26%	-92%	-5%	?	-33%[inhibitor]	-15%	-1%	-2%	1.8µM*	?
#27 COc1cc(CCCN2C(N)=NC[C@@H]2Cc2ccc(O)cc2)cc(OC)c1OC
 : 0%	4%	-3%	0%	1%	-4%	2%	-4%	6%	-8%
#28 COc1ccc(Nc2nnc(-c3ccccc3)c3ccccc23)cc1C(=O)N1CCCCC1
 : 13%	-31%	-1%	-8%	-6%	-4%	-1%	0%	-7%	-12%
#29 Cc1cccc(C)c1NC(=O)NN1C(C)CCCC1C (stereo not given)
 : -11%	4%	-9%	-7%	-5%	0%	-8%	2%	1%	1%
#30 COc1ccc(NC(=O)C/C(C)=N/NC(=O)c2ccncc2)c([N+](=O)[O-])c1
 : /	1%	-4%	-1%	6%	-1%	0%	5%	13µM*	-21%
#31 Cc1ccc(S(=O)(=O)NC2CC2)cc1
 : -5%	18%	1%	3%	-23%	4%	0%	-1%	-43%	-2%
#32 COCCn1c(SCC(=O)Nc2sccc2C(N)=O)nnc1-c1ccncc1
 : -3%	1%	1%	2%	-2%	-7%	13%	2%	8%	-3%[10 µM]
#33 CNC(=O)C1CN(C(=O)c2cccc(S(=O)(=O)N3c4ccccc4CC3C)c2)c2ccccc2O1 (stereo not given)
 : /	0%	-2%	-2%	-2%	-5%	-3%	8%	/	/
#34 CCN(CC)C(=O)Cn1cc(S(=O)(=O)Cc2cccc([N+](=O)[O-])c2)c2ccccc21
 : ?	-9%	1%	4%	-3%	8%	1%	-6%	-26%	4%
#35 CCCC1=Nc2cc(C(=O)NCCN3CCCC3)ccc2Sc2ccccc21
 : 0%	-2%	-6%	4%	-12%	-3%	1%	-5%	-11%	-5%
#36 CC(=O)NC(NC(=S)Nc1ccc(S(N)(=O)=O)cc1)C(Cl)(Cl)Cl (stereo not given)
 : 5%	7%	-1%	1%	0%	2%	0%	9%	0%	-1%
#37 COCCNC(=O)COc1ccc(N(C)S(=O)(=O)c2ccc3ccccc3c2)cc1
 : 4%	-18%	0%	2%	-3%	1%	0%	-1%	-1%	-5%
#38 CN(CC(=O)Nc1ccc(Cl)cc1)S(=O)(=O)c1cccc2cccnc12
 : 1%	-9%	0%	-11%	-7%	0%	-9%	6%	-16%	-3%
#39 COc1ccc(C(=O)Cc2cnn(-c3ccccc3)c2)c(O)c1
 : -5%	?	2.5µM*	3.4µM*	25%	3.2µM*	18µM*	2%	28%	-10%
#40 O=C(CO/N=C/c1ccc(OC(F)F)cc1)NC1CCCCCC1
 : -2%	-10%	-4%	-7%	-2%	-2%	-9%	/	32%	-21%
#41 CC1(C)OC(=O)C(=CNCC(=O)NCC(=O)O)C(=O)O1
 : -2%	2%	2%	11%	-6%	-1%	1%	1%	8%	-1%
#42 O=C(NC(=S)Nc1cccnc1)c1cc2ccccc2o1
 : -3%[11.5 µM]	39%	22%	6.7µM*	?	26%	?	-2%	?	-19%
#43 NC(=O)CSc1nnc(-c2cc3ccccc3o2)n1Cc1ccccc1
 : 109%[activator]	-19%	-1%	-2%	-10%	-2%	11%	4%	?	1%
#44 O=C1OCCN1CCNCc1cn(-c2ccc(F)cc2)nc1-c1ccccc1Cl
 : -20%	-2%	-2%	-5%	-2%	10%	-1%	-9%	7%	-14%
#45 C=CCNC(=S)NNC(=O)CC12CC3CC(CC(C3)C1)C2
 : -2%	17%	4%	0%	-3%	-4%	-1%	3%	?	-24%
#46 COc1ccc(CNC(=O)CSc2cc(=O)n(C)c3ccccc23)cc1
 : -5%	7%	-2%	-7%	3%	3%	5%	1%	0%	-3%

Two entries picked at random from those above, as already listed:
Under each structure: MBNL1-CUG inh	BRCA1 expr act	NPC1 prom act	FLuc modulator	p53 reactivator	Rab9 promoter act	ELG1 genotoxic	uPA generation	RORg inh	Gal4-VP16 FLuc
#45 C=CCNC(=S)NNC(=O)CC12CC3CC(CC(C3)C1)C2
 : -2%	17%	4%	0%	-3%	-4%	-1%	3%	?	-24%
#43 NC(=O)CSc1nnc(-c2cc3ccccc3o2)n1Cc1ccccc1
 : 109%[activator]	-19%	-1%	-2%	-10%	-2%	11%	4%	?	1%
